HT1080 IDH1KD tx – kills HT-1080 cells with IDH1 knockdown | AID 686971 | HT-1080 IDH1 knockdown viability, ATP luminescence, 48 h | Potency, µM (titrated, usually from 46.1 µM), for the others: top-dose activity, negative = toxicity, actives largely listed as cytotoxic | 360,000 compounds, 2% hits;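 note: potency is the fitted concentration of half-maximal effect; 0% = DMSO wells and -100% = cell-free medium wells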
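HT-1080-IDH1KD cells (IDH1 knocked down), 750/well in RPMI with 5% FBS, treated with compound 48 h at 37 degrees C. Viability by CellTiter-Glo luminescence, normalised to DMSO and no-cell wells; concentration-response curves classed.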
IL1B secr inh – blocks inflammasome-driven IL-1 beta release | THP-1 LPS/ATP IL-1B secretion, AlphaLISA, 16 h; stronger effect = lower value | 360,000 compounds, 4.7% hits | activity change, % at 57.5 µM; in the data active = activity change below about -50%; inconclusive = mostly about -30% to -49%; note: % is set by controls: 0 for no effect and ±100 for the full control effect
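Secreted IL-1B measured by AlphaLISA bead assay after 16 h compound exposure of THP-1 cells; compounds (final up to 57.5 uM) added 1 h before LPS (250 ng/mL) and ATP (1.25 mM) stimulation; lower signal means less secretion.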
KB-3-1 cytotox – kills parental KB-3-1 adenocarcinoma cells; 400,000 compounds, 1.4% hits; Potency, µM (highest dose often 46.1 µM), for inactives: at the top dose activity change, negative = cytotoxic, actives largely listed as cytotoxic; KB-3-1 viability, CellTiter-Glo ATP luminescence, 72 h; AID 1347075; note: potency is the fitted concentration of half-maximal effect; % is set by controls: 0 for no effect and ±100 for the full control effect; nearly all actives have a fitted effect of over 60% in size
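KB-3-1 parental drug-naive adenocarcinoma cells in DMEM/10% FBS, incubated 72 h at 37 C with pin-transferred compounds across a concentration series. Viability by CellTiter-Glo luminescence; concentration-response curves fitted after normalization.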
HT1080NT lethal – kills 2HG-producing HT-1080-NT fibrosarcoma cells | Potency, µM (highest dose often 46.1 µM), without a hit: top-dose activity, negative = less viability, hits mostly cytotoxic | 360,000 compounds, 1.6% hits | HT-1080-NT fibrosarcoma viability, CellTiter-Glo ATP luminescence, 48 h;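 note: NT is the 2HG producing partner of a matched IDH1 knockdown line; potency is the fitted concentration of half-maximal effect; 0% = DMSO-treated cells and -100% = media-only wells without cells; nearly all actives have a fitted effect of over 55% in size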
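750 cells/well, RPMI + 5% FBS; 2 h settle, compound pin-transfer, 48 h at 37 degrees C. CellTiter-Glo 10 min RT, luminescence. Normalized to DMSO and media-only wells.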
ATXN viability – viability counter-screen for ATXN expression inhibitors | S2 cells (HEK-293 line with an ATXN2-luciferase reporter) viability, CellTiter-Fluor protease fluorescence, 24 h | Potency, µM (doses to about 56.7 µM), hits mostly cytotoxic | 400,000 compounds, 0.49% hits; note: potency is the fitted concentration of half-maximal effect; nearly all actives have a fitted effect of over 40% in size
HepG2 tox – HepG2 cytotoxicity, counter-screen for TGF-b inhibitors. Potency, µM (titrated, usually from 46.1 µM), inactives show at the highest dose activity change, negative = cytotoxicity, actives largely listed as cytotoxic. HepG2 CAGA-GFP viability, ATP luminescence, 18 h. AID 588856. 410,000 compounds, 0.76% hits; note: potency is the fitted concentration of half-maximal effect; some results filed as inactive show a strong effect at the top dose
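HepG2 CAGA-GFP cells (1000/well, DMEM with 1% FBS) received compound, then TGF-beta at 500 pg/mL final, and were incubated 18 hours at 37 degrees C. Viability was read by CellTiter-Glo luminescence. Media-only wells were set as complete cell-killing and DMSO as no toxicity.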
SW480 rereplic – induces DNA re-replication in SW480 colon adenocarcinoma cells | SW480 DNA re-replication, Hoechst DNA content imaging, 48 h | Potency, µM (titrated, usually from 46.1 µM), for the others: at the highest dose re-replication activation, most hits filed as activators | 340,000 compounds, 1.8% hits; note: potency is the fitted concentration of half-maximal effect; % of control where 0% means no effect; nearly all actives have a fitted effect of over 55% in size
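Quantitative HTS format with DMSO vehicle controls; 48 hr drug incubation at 37 C, then 40 min Hoechst staining and scanning imager measurement at 405 nm excitation.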
MCF10A rerep – DNA re-replication induction in MCF 10a cells. MCF 10A DNA re-replication, Hoechst nuclear intensity, 48 h. Potency, µM (titrated, usually from 46.1 µM), inactives show top-dose activity, positive = re-replication, actives largely listed as activators. 350,000 compounds, 2.9% hits; note: potency is the fitted concentration of half-maximal effect; % of control where 0% means no effect; nearly all actives have a fitted effect of over 50% in size
ATXN2 expr inh – reduces ATXN2 reporter expression in HEK-293 cells | HEK-293 ATXN2-luciferase reporter, luminescence, 24 h | Potency, µM (series often up to 57 µM), for inactives: at the top dose activity change, negative = inhibition, actives largely listed as inhibitors | 360,000 compounds, 0.72% hits | AID 1745845; note: potency is the fitted concentration of half-maximal effect; % is set by controls: 0 for no effect and ±100 for the full control effect; nearly all actives have a fitted effect of over 55% in size
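qHTS (up to 57 uM final) was run with 24 h compound exposure of reporter cells at 37 °C. Each well was multiplexed: SteadyGlo luminescence measured ATXN2-luciferase expression after a fluorogenic Gly-Phe-AFC viability readout (25 uM final).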
Numbers without * were called inactive; i = inactive; ? = inconclusive; · = not tested or not shown; & = joins results of further samples; [ ] = remark or other dose. Unless noted, calls come from the whole dose curve; as a rule, active = well fitted curve in the direction sought with a large enough effect; inconclusive = small, poorly fitted or top-dose-only effect, or another doubt; inactive = no such curve, though single readings can be large; an effect the other way counts as inactive or inconclusive.

1) CCOc1ccc(C(=O)Nc2ccc(N3CCN(C)CC3)cc2)cc1[N+](=O)[O-]
2) COc1cccc(-c2nc(=S)c3c(n2CCCO)CCCC3)c1
3) Cc1cc(O)cc(C)c1NS(=O)(=O)c1ccc2ccccc2c1
4) CCCCOc1ccc([N+](=O)[O-])cc1C(=O)O
5) COc1ccc(CNC(=O)COc2ccc(C(=O)c3ccc(F)cc3)cc2)cc1
6) Cc1csc(/N=C/c2ccc([N+](=O)[O-])cc2)n1

Assay by compound	1	2	3	4	5	6
HT1080 IDH1KD tx	-25%	8%	-8%	-4%	5.2µM*	-14%
IL1B secr inh	-24	4	1	1	-8	3
KB-3-1 cytotox	-3%	-5%	-11%	-8%	?	15%
HT1080NT lethal	-14%	2%	-2%	-12%	?	-6%
ATXN viability	i	i	i	i	i	i
HepG2 tox	-6%	-4%	-23%	-12%	-27%	-18%
SW480 rereplic	-2%	-2%	-11%	-6%	?	-4%
MCF10A rerep	8%	7%	-2%	12%	1.2µM*	-2%
ATXN2 expr inh	-30%	3%	·	-8%	-27%	-8%

3 entries out of the list, arranged by length of the SMILES, lowest first:
3) Cc1cc(O)cc(C)c1NS(=O)(=O)c1ccc2ccccc2c1
5) COc1ccc(CNC(=O)COc2ccc(C(=O)c3ccc(F)cc3)cc2)cc1
1) CCOc1ccc(C(=O)Nc2ccc(N3CCN(C)CC3)cc2)cc1[N+](=O)[O-]

Assay by compound	3	5	1
HT1080 IDH1KD tx	-8%	5.2µM*	-25%
IL1B secr inh	1	-8	-24
KB-3-1 cytotox	-11%	?	-3%
HT1080NT lethal	-2%	?	-14%
ATXN viability	i	i	i
HepG2 tox	-23%	-27%	-6%
SW480 rereplic	-11%	?	-2%
MCF10A rerep	-2%	1.2µM*	8%
ATXN2 expr inh	·	-27%	-30%

Later entries:
7) CCOc1ccc(NC(=O)Cn2cc(C(=O)c3ccc(C)c(C)c3)c(=O)c3cc4c(cc32)OCCO4)cc1
8) Cc1ccc(C2CC(c3cccs3)=NN2S(=O)(=O)c2ccc(C)cc2)cc1 (stereo unspecified)
9) CCC1CCCCN1CC(=O)Nc1ccc2c(c1)OCCO2 (stereo unspecified)
10) S=C1SCN(Cc2cccnc2)CN1Cc1cccnc1
11) O=C(Nc1ccc(F)cc1F)NC1CCN(Cc2c(F)cccc2Cl)CC1
12) Nc1ccc(S(=O)(=O)NC2(C(F)(F)F)NC(=O)N(c3ccccc3F)C2=O)cc1 (stereo unspecified)

Assay by compound	7	8	9	10	11	12
HT1080 IDH1KD tx	·	-5%	2%	6.5µM*	?	-3%
IL1B secr inh	·	0	-16	·	·	8
KB-3-1 cytotox	5%	21%	-1%	?	2%	1%
HT1080NT lethal	·	0%	-17%	7.3µM*	-1%	-10%
ATXN viability	i	i	i	·	i	i
HepG2 tox	-10%	7%	1%	-98%	-10%	-15%
SW480 rereplic	·	6%	-9%	?	-4%	-5%
MCF10A rerep	·	-1%	-2%	13µM*	0%	0%
ATXN2 expr inh	7%	0%	·	?	-9%	1%

13) Cc1ccc(-c2cc(C(=O)N/N=C/c3cccnc3)n[nH]2)o1
14) CCOC(=O)C1CCCN(c2c(NCC3CCCO3)c(=O)c2=O)C1 (stereo unspecified)
15) COc1cccc(-c2nc(CS(=O)(=O)CC(=O)Nc3ccc(C(C)=O)cc3)c(C)o2)c1
16) COc1ccc(S(=O)(=O)N2CCCc3ccccc32)cc1[N+](=O)[O-]
17) Cc1ccc(C(C(=O)NC(C)(C)C)N(Cc2ccco2)C(=O)CCC(=O)Nc2ccccn2)cc1 (stereo unspecified)
18) CCc1nc2ccc(C(=O)Nc3ccc(OC)c(OC)c3)cn2c1N(C)Cc1ccc(N(C)C)cc1

Assay by compound	13	14	15	16	17	18
HT1080 IDH1KD tx	26%	-1%	-8%	8.2µM*	4%	5%
IL1B secr inh	-14	-10	4	38	-2	8
KB-3-1 cytotox	1%	-6%	9%	4.1µM*	16%	0%
HT1080NT lethal	14%	4%	-10%	8.2µM*	13%	5%
ATXN viability	i	i	i	i	i	i
HepG2 tox	1%	-3%	-2%	-25%	-5%	-1%
SW480 rereplic	-187%[inhibitor]	-2%	?	21µM*	-78%[inhibitor]	·
MCF10A rerep	-6%	1%	16%	4.1µM*	0%	·
ATXN2 expr inh	-7%	-12%	3%	-25%	5%	-23%

19) C/C(Cn1nnc([N+](=O)[O-])n1)=N\NC(=O)c1ccc(Cl)c(Cl)c1
20) Fc1cccc(Cc2c(-c3cccc(Cl)c3)nc3c(Cl)cc(C(F)(F)F)cn23)c1
21) CC(=O)c1cccc(CN2CCN(Cc3ccccc3)C(CCO)C2)c1 (stereo unspecified)
22) C=CCn1c(C)csc1=Nc1ccccc1C
23) COc1ccc(CNC(=O)C2CC(O)CN2C(=O)Nc2ccccc2)cc1 (stereo unspecified)
24) CCN(CC)S(=O)(=O)c1ccc(/C=C/C(=O)OCC#N)cc1

Assay by compound	19	20	21	22	23	24
HT1080 IDH1KD tx	?	8%	-7%	1%	0%	2%
IL1B secr inh	1	16	-3	-4	-3	4
KB-3-1 cytotox	2%	0%	-6%	-2%	8%	-1%
HT1080NT lethal	?	12%	-2%	5%	0%	1%
ATXN viability	?	i	i	i	i	i
HepG2 tox	14µM*	0%	-6%	-1%	-1%	6%
SW480 rereplic	-1%	·	-29%	-4%	-10%	14%
MCF10A rerep	-6%	·	1%	7%	0%	-2%
ATXN2 expr inh	?	5%	-11%	-3%	4%	-1%

Random excerpt: 3 records from the list
22) C=CCn1c(C)csc1=Nc1ccccc1C
20) Fc1cccc(Cc2c(-c3cccc(Cl)c3)nc3c(Cl)cc(C(F)(F)F)cn23)c1
19) C/C(Cn1nnc([N+](=O)[O-])n1)=N\NC(=O)c1ccc(Cl)c(Cl)c1

Assay by compound	22	20	19
HT1080 IDH1KD tx	1%	8%	?
IL1B secr inh	-4	16	1
KB-3-1 cytotox	-2%	0%	2%
HT1080NT lethal	5%	12%	?
ATXN viability	i	i	?
HepG2 tox	-1%	0%	14µM*
SW480 rereplic	-4%	·	-1%
MCF10A rerep	7%	·	-6%
ATXN2 expr inh	-3%	5%	?

Other compounds.
25) Cc1ccc(S(=O)(=O)N2CCOCC2)c(C)c1NS(C)(=O)=O
26) O=C(NC1CCCCCC1)c1cccnc1Sc1ccccc1
27) Cc1cc(-c2nnc(SCC(=O)NC3CC3)n2C(C)C)cs1
28) Cc1c(-c2cccc(Cl)c2)nc2ccccc2c1C(=O)OCC(=O)Nc1ccc2c(c1)OCO2
29) CCC(=O)N1CCc2cc(S(=O)(=O)CCC(=O)Nc3cccc(C)n3)ccc21
30) CCCc1sc(C(=O)Nc2nnc(C3CC3)s2)cc1CC

Assay by compound	25	26	27	28	29	30
HT1080 IDH1KD tx	11%	0%	4%	?	0%	0%
IL1B secr inh	23	3	7	-59*	-3	-21
KB-3-1 cytotox	3%	4%	·	?	8%	9%
HT1080NT lethal	17%	0%	-9%	-24%	1%	4%
ATXN viability	i	i	i	?	i	i
HepG2 tox	3%	1%	9%	-19%	-1%	12%
SW480 rereplic	-3%	-2%	-4%	3%	-2%	-476%
MCF10A rerep	-5%	?	-8%	14%	-7%	-12%
ATXN2 expr inh	-17%	-5%	-2%	?	4%	-9%

31) COc1cccc(N=Cc2ccc(O)cc2O)c1
32) Cc1ccccc1NC(=S)N(CCCN1CCOCC1)Cc1cccnc1
33) O=C(c1cc(-c2ccccn2)nc2ccccc12)N1CCN(c2ncccn2)CC1
34) CCN(CC)C(=O)Cn1ncc2c([nH]c3ccc(C)cc32)c1=O
35) O=c1c2c(nc3c(-c4ccccc4)c[nH]n13)CCCC2
36) Cc1ccsc1CN(C)C(=O)CN1C(=O)NC2(CCCCC2C)C1=O (stereo unspecified)

Assay by compound	31	32	33	34	35	36
HT1080 IDH1KD tx	?	3%	-2%	·	-8%	6%
IL1B secr inh	3	12	4	·	-10	0
KB-3-1 cytotox	?	-5%	-2%	1%	21µM*	5%
HT1080NT lethal	?	0%	2%	·	-6%	-3%[9.24 µM]
ATXN viability	i	i	i	i	i	i
HepG2 tox	-21%	1%	-1%	-4%	9%	12%
SW480 rereplic	-6%	?	-73%[inhibitor]	·	3%	-52%[inhibitor]
MCF10A rerep	-13%	-28%	1%	·	-1%	1%
ATXN2 expr inh	1%	5%	·	10%	-8%	-6%

37) O=C(Nc1ccc(C(F)(F)F)cc1)c1ccc2ncsc2c1
38) CCN(CC)C(=O)c1sc2c(c1C)c(=O)n(-c1ccc(C)c(C)c1)c(=O)n2CC(=O)Nc1ccc(F)cc1
39) CCOC(=O)C1=C(C)NC(=S)NC1c1cc(C)sc1C (stereo unspecified)
40) COc1ccc(-c2noc(COc3ccc(C)cc3C)n2)cc1OC
41) COc1cccc(C=NN(C)c2c([N+](=O)[O-])cc(C(F)(F)F)cc2[N+](=O)[O-])c1O
42) Cc1onc(-c2ccccc2)c1C(=O)N1CCCSC1=Nc1ccccc1
43) COc1cc2oc3cc(C#Cc4ccc(N)cc4)ccc3c(=O)c2cc1OC
44) Cc1nc2ccc(S(=O)(=O)N3CCCCC3)cc2s1
45) Cc1ccc(OCCC(=O)OCc2csc(CC(=O)Nc3ccccc3C)n2)cc1

Assay by compound	37	38	39	40	41	42	43	44	45
HT1080 IDH1KD tx	-15%	·	3%	·	?	-2%&0%	-14%	-7%	-14%
IL1B secr inh	-2	·	-11	·	?	1&-7	-61*	6	i
KB-3-1 cytotox	-1%	-14%	-10%	-8%	-27%	-1%&-5%	0%	-21%	30%
HT1080NT lethal	-2%	·	-8%	·	?	0%&-6%	-19%	0%	0%
ATXN viability	i	?	?	i	i	i	·	i	i
HepG2 tox	-1%	-58%	-39%	-80%	-40%	-10%&-21%	-28%	2%	20%
SW480 rereplic	14%	·	-26%	·	·	-1%&13%	9.2µM*	-1%	-32%[inhibitor]
MCF10A rerep	0%	·	9%	·	·	4%&5%	9.2µM*	1%	?
ATXN2 expr inh	37%	-20%	·	-21%	-18%	-3%&-6%	?	-5%	-9%

Screens as filed in PubChem BioAssay.
